INS promoter inh = TRM-6 insulin promoter activity inhibition. TRM-6 cells (human fetal islet line), insulin promoter-eGFP reporter, imaging; reporter expression induced with tamoxifen. inhibition, % at 2 µM. 0.9% of 130,000 active. AID 1273;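 active = inhibition above the mean plus 3 SD, with well images judged a real hit on visual review, cut at about 60% in these data, passing the limit was not always enough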
sdo1 growth = restores growth of sdo1-depleted yeast | S. cerevisiae sdo1-depleted JHY4D growth rescue, OD600 30 h; active compounds read high; pdr5 snq2 efflux-pump mutant strain | z-score at 10 µM | 0.21% of 140,000 active;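 active = z-score above 3 at both the 24 hr and the 30 hr optical density reads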;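 also: z-score against mean and SD of all compound wells on the same plate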
sdo1 growth Rescue 24 h = also measured in sdo1 growth; calls as there; z-score; S. cerevisiae sdo1-depleted JHY4D growth rescue, OD600; measured here: growth rescue at 24 h;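 0 is the plate mean of compound wells and units are plate SD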
Starred values were filed as active, the others as inactive; i = inactive; nt = not tested or not shown; [ ] = dose if it differs, or a comment. A portion of the library; the hit share may differ from the screen's.

sdo1 growth | compound | INS promoter inh | sdo1 growth Rescue 24 h
-0.96 | CC1CN(C2CCN(C(=O)COc3ccc(Cl)cc3)CC2)CC(C)O1 (stereo not given) | 33 | -0.47
-0.51 | O=C(N[C@@H](Cc1ccccc1)c1nc2ccccc2[nH]1)c1cc([N+](=O)[O-])ccc1Cl | -18 | -0.12
0.26 | COc1ccc(C(=O)NNC(=O)CCC(=O)Nc2cc(C)on2)cc1 | 18 | -0.59
-0.46 | CC1(C)Cc2c(c(-c3ccco3)nc3sc4c(NCC5CCCO5)ncnc4c23)CO1 (stereo not given) | -14 | 0.23
-0.08 | O=C(NC1CCCCC1)c1ccc(S(=O)(=O)N2CCCC2)cc1 | -288 | 0.03
-0.03 | Cc1ccc(-c2[nH]ncc2/C=N/n2c(COc3ccccc3C)nc3ccccc3c2=O)cc1 | 14 | 1.4
nt | Cc1c(NC(=O)C2CCCCC2)cc(C(=O)N2CCOCC2)cc1[N+](=O)[O-] | -53 | nt
-0.82 | Cn1c(=O)c2c(ncn2CC(=O)Nc2ccccc2Sc2ccccc2)n(C)c1=O | -23 | -0.48
0.42 | CCN1CCCC(NC(=O)c2cc([N+](=O)[O-])ccc2OC)C1 (stereo not given) | 8 | -0.07
0.93 | COc1cccc2c1OCC/C2=N\NC(=O)COc1ccc(C)cc1 | 15 | 7.8
1.4 | O=C(CSc1ccc2ccccc2c1)Nc1ccc(S(=O)(=O)Nc2nccs2)cc1 | -58 | 0.99
-0.82 | Cc1cccc2[nH]c3c(=O)n(CCN4CCNCC4)cnc3c12 | -6 | -0.51
1.7 | CCOc1cc(C(=O)NC(C)COC)cc(OCC)c1OCC (stereo not given) | 25 | 1.6
nt | Cc1nn(CC(=O)NC(C)c2ccccc2)c(C)c1[N+](=O)[O-] (stereo not given) | 25 | nt
0.77 | COc1cccc(NC(=O)CC2(CC(=O)O)CCCC2)c1 | -3 | 1.4
nt | CCOC(=O)C1=C(O)CSC1=Nc1ccc(C)cc1 | -19 | nt
-1 | Cc1c(C)n(C(=O)CSc2nc3ccccc3[nH]2)c2ccccc12 | -6 | -0.01
-1.2 | O=C(NCc1ccc(Cl)cc1)c1cccc(NC(=O)c2ccccc2)c1 | 22 | -1.2
1.4 | CCOC(=O)c1ccccc1NC(=O)CC1SC(=NC)N(C)C1=O (stereo not given) | -54 | 2.5
0.77 | C=CCNC(=S)Nc1cc(S(=O)(=O)N2CCOCC2)ccc1-n1cncn1 | 3 | 0.02
nt | CCOc1ccc(-n2c(C)cc(/C=N/NC(=O)C(N)=O)c2C)cc1 | 37 | nt
-0.58 | CS(=O)(=O)N(CC(=O)NCc1ccncc1)c1cc(Cl)cc(Cl)c1 | nt | -0.78
0.36 | Cc1cc(C)nc(N(C#N)C(C)C(=O)N(C)C)n1 (stereo not given) | -25 | 0.32
nt | Cc1ccccc1N1CCN(C(=S)c2ccc(-c3cccc([N+](=O)[O-])c3)o2)CC1 | -82 | nt
-0.36 | O=C(N/N=C/C=C/c1ccc(Br)cc1)C(O)c1ccccc1 (stereo not given) | 15 | -0.98
-1.4 | Cc1nn(-c2ccccc2)c(C)c1C(=O)OCC(=O)NC(=O)NC1CCCCC1 | -58 | -1.2
-0.18 | CC(=O)Nc1ccc(S(=O)(=O)N(CC(=O)O)Cc2ccccc2)cc1 | 0 | -1
0.85 | CCCc1ccc(-c2cc(NC(=O)CSc3n[nH]c(N)n3)n(-c3ccccc3)n2)cc1 | -22 | 0.85
-0.86 | O=C(OCc1nc2ccccc2s1)c1cccc(S(=O)(=O)N2CCOCC2)c1 | nt | -1
nt | Cc1c(C(=O)N2CCN(c3ccccn3)CC2)cccc1[N+](=O)[O-] | -24 | nt
2 | Cc1csc(SC(C)C(=O)Nc2ccc(S(=O)(=O)N3CCCC3)cc2)n1 (stereo not given) | -9 | 2.8
0.54 | CCOC(=O)CC12CN3CN(C1)CC(CC(=O)OCC)(C3)C2=O | 36 | 0.22
nt | Cc1ccc(/C=C2\SC(=S)N(C3CCS(=O)(=O)C3)C2=O)cc1 (stereo not given) | 21 | nt
-0.82 | CSc1nnc(-c2sc3cc(Cl)ccc3c2Cl)n1C | -6 | -0.7
-1.1 | CC1(C)Oc2ccc3ccc(=O)oc3c2/C(=C/Nc2ccccn2)C1=O | -185 | -0.88
0.76 | Nc1nc(SCC(=O)c2cccc([N+](=O)[O-])c2)n[nH]1 | 0 | -0.11
nt | CS(=O)(=O)N(CC(=O)Nc1ccccc1C(=O)NCc1ccco1)c1ccccc1F | -29 | nt
nt | Cc1noc(N)c1C1(O)C(=O)Nc2c(Cl)cc(Cl)cc21 (stereo not given) | -82 | nt
0.18 | COc1ccc(CCNS(=O)(=O)c2ccc3c(c2)OCCO3)cc1OC | 4 | 0
0.82 | Cc1cc(C)c(C#N)c(SCC(O)CS(=O)(=O)Cc2ccccc2)n1 (stereo not given) | -47 | 0.98
-0.34 | CCn1c(=O)cc(OCC(=O)NCc2ccco2)c2ccccc21 | nt | -0.07
nt | O=C(/C=C/c1ccccc1)Oc1coc(CSc2ncccn2)cc1=O | -42 | nt
0.05 | COc1ccc(OC)c(C(c2nnnn2Cc2ccccc2)N2CCN(C3CCCCC3)CC2)c1 (stereo not given) | -52 | -0.39
0.33 | N#Cc1c2nc3ccccc3nc2n2cc(NC(=O)c3ccc(F)cc3)ccc12 | -63 | 0.22
1.3 | COc1ccc(NC(=O)CSc2nc3c(c(-c4cccs4)c2C#N)CN(C)CC3)cc1OC | -60 | 0.74
0.48 | COc1ccc2nc3ccccc3nc2c1NC(=O)c1ccc(Cl)cc1 | nt | 1.8
-0.31 | N#Cc1cc2c(N)c(C(=O)Nc3ccccc3)sc2nc1N | 57 | 0.12
nt | COc1ccc(C)cc1NC(=O)CNC(C)C(=O)Nc1cc(Cl)ccc1Cl (stereo not given) | -13 | nt
-1 | O=C(O/N=C\c1ccc(N2CCOCC2)c([N+](=O)[O-])c1)c1ccc(F)cc1 | nt | -0.74
1.2 | Cc1[nH]c2ccccc2c1SCC(=O)N1CCOCC1 | 10 | 1.1

(list continues)
sdo1 growth | compound | INS promoter inh | sdo1 growth Rescue 24 h
nt | O=C(Nc1cnccn1)Nc1cccc(Cl)c1Cl | 7 | nt
-0.29 | COc1cccc(C(=O)NCCCN2CCN(CCCNC(=O)c3cccc(OC)c3)CC2)c1 | -6 | -1.1
0.22 | Nc1nnc(SCC(=O)Nc2sc3c(c2C(=O)c2ccccc2)CCCC3)s1 | 7 | 0.21
-1.3 | COc1cc2c(cc1OC)-c1nnc(-c3ccco3)n1C1(CCCC1)C2 | 21 | -0.96
-0.07 | CCOc1ccc(-n2c(=O)cc(N3CCN(c4ccc(F)cc4)CC3)[nH]c2=O)cc1 | -16 | -0.64
-1.7 | Cc1ccc2nc(-c3ccccc3O)c(Nc3ccc4c(c3)OCCO4)n2c1 | 67* | -0.6
-0.95 | Cc1ccc(O)c(C(=O)c2cnc3onc(-c4ccc(F)cc4)c3c2)c1 | -31 | -0.18
nt | Nc1nc(-c2ccccn2)nc(N)c1Cc1ccccc1F | -7 | nt
nt | NS(=O)(=O)c1cccc(NC(=O)COC(=O)CN2C(=O)C3CC=CCC3C2=O)c1 (stereo not given) | -400 | nt
-0.07 | COc1ccc(-n2c(O)cnc2Nc2nc(C)cc(C)n2)cc1OC | -11 | -0.76
nt | COCCn1cc(C(=O)c2cc(Br)ccc2O)cc(C#N)c1=O | 40 | nt
0.1 | O=C(CNC(=O)C1CCCCC1)Nc1ccccc1Cl | -23 | -0.22
0.52 | COCc1c(Br)c(C)[nH]c(=O)c1C#N | 18 | -0.46
-0.94 | O=C(CSc1nnc(Cc2cccs2)n1-c1ccccc1)NC1CCCCC1 | -73 | -0.81
-0.73 | O=C1/C(=C/c2cccs2)CCc2ccccc21 | -11 | -1.2
0.18 | CCOC(=O)N1CCN(C(=O)/C=C/c2ccc3c(c2)OCO3)CC1 | -28 | -0.26
-1.1 | CN(c1ccc(Cl)cc1)c1cc(=O)n(C)c2ccccc12 | -179 | -0.78
-0.11 | O=C(CSc1nc(O)cc(=O)[nH]1)C1CC1 | -42 | -0.88
nt | CCCCc1ccc(NC(=S)N2CCCC(C)C2)cc1 (stereo not given) | -29 | nt
nt | CN1CCc2c(sc3c2C(=O)NC(/C=C/c2ccco2)N3)C1 (stereo not given) | 10 | nt
0.62 | Cc1nn(-c2ccccc2)c(OC(=O)c2cccs2)c1S(=O)(=O)c1ccc([N+](=O)[O-])cc1 | -32 | 1.1
1.3 | CCCN1CCN(CCCNC(=O)Cn2nc(-c3ccc(Cl)cc3)ccc2=O)CC1 | -26 | 1
nt | Cc1ncoc1C(=O)N1CCCC(CCC(=O)NCc2ccc(F)c(F)c2)C1 (stereo not given) | -17 | nt
1.2 | Cc1ccc(CSc2nnc(-c3ccncc3)n2CC2CCCO2)cc1 (stereo not given) | -34 | 1.1
-0.58 | CN1CCN(C(=O)/C(=C/c2ccccc2)c2ccccc2)CC1 | 43 | -0.32

Reprinted at random: 7 entries already listed
sdo1 growth | compound | INS promoter inh | sdo1 growth Rescue 24 h
-1.4 | Cc1nn(-c2ccccc2)c(C)c1C(=O)OCC(=O)NC(=O)NC1CCCCC1 | -58 | -1.2
0.48 | COc1ccc2nc3ccccc3nc2c1NC(=O)c1ccc(Cl)cc1 | nt | 1.8
-0.31 | N#Cc1cc2c(N)c(C(=O)Nc3ccccc3)sc2nc1N | 57 | 0.12
-1.1 | CN(c1ccc(Cl)cc1)c1cc(=O)n(C)c2ccccc12 | -179 | -0.78
nt | CCOc1ccc(-n2c(C)cc(/C=N/NC(=O)C(N)=O)c2C)cc1 | 37 | nt
-0.58 | CS(=O)(=O)N(CC(=O)NCc1ccncc1)c1cc(Cl)cc(Cl)c1 | nt | -0.78
-1.1 | CC1(C)Oc2ccc3ccc(=O)oc3c2/C(=C/Nc2ccccn2)C1=O | -185 | -0.88

The list goes on:
sdo1 growth | compound | INS promoter inh | sdo1 growth Rescue 24 h
0.32 | CCCOc1ccc(C(=O)NCCC(=O)NCCCC(=O)OCC)cc1 | -36 | -0.83
-1 | CCCC(=O)N(c1ccc2oc(=O)sc2c1)S(=O)(=O)c1cccs1 | -10 | -1.2
1.1 | NC(=O)Cn1c(=O)oc2ccccc21 | nt | 1.1
-1.9 | CCOC(=O)CN1C(c2ccc(O)cc2)Nc2ccc(Br)cc2C1c1ccccc1 (stereo not given) | 0 | -1.8
1 | O=C(CNC(=S)N(Cc1ccccc1)Cc1cccnc1)NC1CC1 | nt | 0.73
-0.05 | CNC(=S)N(Cc1ccc2c(c1)OCO2)C1CC(=O)N(c2ccc(F)cc2)C1=O (stereo not given) | -38 | -0.55
0.1 | O=C(Nc1ccccc1C(=O)NC1CCCC1)NC1CCCC1 | nt | -0.04
0.49 | CCOC(=O)c1cc(-c2ccc3c(c2)OCO3)nc2onc(C)c12 | -21 | 1.5
0.35 | CCOC(=O)N1CCN(CC(O)COCc2cc(OC)c(OC)c(OC)c2)CC1 (stereo not given) | 14 | 0.64
-1.4 | COc1ccc2oc3cc(C)[n+]([O-])c(-c4ccc(Br)cc4)c3c2c1 | nt | -1.1
0.48 | CSc1oc(-c2ccco2)nc1S(=O)(=O)c1ccccc1 | nt | 0.25
-0.03 | CC1(C)CC(=O)N(CC(=O)O)c2ccccc2S1(=O)=O | nt | -0.7
-0.28[10.1 µM] | O=C(CCNC(=O)c1ccc(Br)o1)NCc1ccccn1 | nt | -0.5
-0.49 | Cc1ccc(C2CC(c3cccs3)=NN2C(=O)CSc2nc3ccccc3o2)cc1 (stereo not given) | 30 | -0.17
-0.26 | COc1ccc(NC2CC(=O)N(c3ccccc3)C2=O)cc1 (stereo not given) | -19 | -0.43
1.5 | CCOC(=O)c1c(C)n(CCNC(C)=O)c2ccc(O)cc12 | -3 | 1.1
0.96 | O=C(CCc1n[nH]c(=O)[nH]c1=O)N1CCCCC1 | nt | 0.16
-1.2 | CCn1c2ccccc2c2nnc(SCCCn3c(=O)[nH]c4ccccc43)nc21 | 18 | -0.45
-0.22 | COc1cc2c(C(=O)N3CCN(Cc4ccc5c(c4)OCO5)CC3)cn(C)c(=O)c2cc1OC | nt | -0.13
nt | O=S1(=O)CC/C(=N\Nc2ccc(F)cc2)c2ccsc21 | -27 | nt
0 | Cc1cc(=O)oc(C)c1C(=O)NCCCN1CCN(c2ccccc2F)CC1 | -73 | 0.37
nt | COc1cc2c3nnc(-c4ccccc4)c-3cn(Cc3ccccc3F)c2cc1OC | i | nt
0.12 | O=C(O)CCCCn1c(SCc2cc(=O)n3cc(Cl)ccc3n2)nc2ccsc2c1=O | 29 | 0.03
-0.37 | Nc1cc(Cl)ccc1C(=O)OCC(=O)NC1CCS(=O)(=O)C1 (stereo not given) | -5 | -1.3
-0.6 | CN(C)c1ccnc(Oc2ccc(C(C)(C)C)cc2)c1C#N | 22 | -0.65
0.57 | Cc1ccc(/C=C/C(=O)Nc2nn[nH]n2)o1 | -36 | -0.1
nt | COc1cccc(C(C)NC(=S)NCc2ccc(Cl)cc2)c1 (stereo not given) | 21 | nt
-0.25 | CCOc1ccc(NCC2CCOC(C)(C)C2)cc1 (stereo not given) | 20 | -0.99
0.35 | O=C(O)c1cccc(Cn2cccn2)c1 | 11 | -0.33
-0.96 | Cc1ccc(CSCCNC(=O)c2ccc(N(C)S(=O)(=O)c3ccccc3)cc2)cc1 | -38 | -0.49
nt | CC(NC(=O)c1cn(C(C)c2ccccc2F)nn1)c1ccncc1 (stereo not given) | 45 | nt
-1.1 | CCOc1cc(S(=O)(=O)Nc2cc(C)cc(C)c2)ccc1Cl | 14 | -0.66
2.4 | COc1ccc(S(=O)(=O)Nc2ccc(O)c(Sc3ncn[nH]3)c2)cc1 | 56 | 3.3
0.91 | O=CN1CCN(C(=O)c2ccc([N+](=O)[O-])cc2)CC1 | -31 | 0.49
1.8 | O=C(NNC(=O)c1cccs1)c1ccc(Cl)c([N+](=O)[O-])c1 | 0 | 2.8
0.1 | CCOc1ccc(C2c3cc(OC)c(OC)cc3CC(=O)N2c2ccccc2)cc1 (stereo not given) | -29 | 0.49

Screens (PubChem)
